Compound activity as filed in PubChem.
Mcl1 Bid PPI – disrupts binding of human Mcl-1 to Bid peptide; Q07820; TR-FRET Mcl-1/Bid-Dy647 peptide binding, 1536-well; inhibition, % at 21.7 µM; 0.97% of 220,000 active;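 active means compounds that cut the binding signal by more than half at the single screening dose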;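 further: His-tagged Mcl-1 with europium anti-His antibody binding Bid BH3 peptide; 0% = Mcl-1 plus peptide wells and 100% = peptide-only wells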
Target sequence (Q07820 whole entry, looked up): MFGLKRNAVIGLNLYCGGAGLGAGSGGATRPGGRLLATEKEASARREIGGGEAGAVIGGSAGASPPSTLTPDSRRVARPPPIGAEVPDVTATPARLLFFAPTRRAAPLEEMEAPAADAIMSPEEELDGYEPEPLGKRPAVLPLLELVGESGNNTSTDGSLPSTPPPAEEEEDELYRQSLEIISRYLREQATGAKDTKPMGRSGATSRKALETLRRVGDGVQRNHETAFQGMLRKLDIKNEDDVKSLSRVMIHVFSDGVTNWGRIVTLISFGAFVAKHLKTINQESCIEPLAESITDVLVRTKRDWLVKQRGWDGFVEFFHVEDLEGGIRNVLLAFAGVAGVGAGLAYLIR
Rab2 wt GTP – changes GTP binding to wildtype dog Rab2A, up or down. P61105. GST-Rab2 wt beads, Bodipy-GTP binding, flow cytometry. AID 760. 0.19% of 190,000 active. GTP binding activity, % at 10 µM;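 active means GTP binding activity at least 20 points away from 100%, either lowered or raised; inconclusive means signal likely due to the compound's own green fluorescence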;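 further: 0% = beads with excess unlabeled GTP and 100% = no-compound control corrected for plate trend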
Pf gamet viab – inhibitors of late stage P. falciparum gametocyte viability | P. falciparum stage V gametocytes, ATP luminescence, 24 h | 0.065% of 150,000 active | inhibition, % at 10.9 µM;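 active means inhibition above the mean plus 3 SD of compounds within the control limits, set per campaign, cut at about 38% in these data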;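 further: 0% = DMSO wells and 100% = medium only without gametocytes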
HRas wt GTP bind – human HRas wildtype GTP binding, change in either direction; GST-Ras wt beads, Bodipy-FL-GTP binding, flow cytometry; actives lie on both sides; AID 759; 0.14% of 190,000 active; GTP binding activity, % at 10 µM; P01112;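 active means GTP binding activity at least 20% away from the 100% baseline, either lowered as inhibitor or raised as activator; inconclusive means flagged as likely green fluorescent, judged across all proteins in the well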;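 further: 0% = unlabeled GTP competition control and 100% = no-compound control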
Target sequence (P01112 whole entry, looked up): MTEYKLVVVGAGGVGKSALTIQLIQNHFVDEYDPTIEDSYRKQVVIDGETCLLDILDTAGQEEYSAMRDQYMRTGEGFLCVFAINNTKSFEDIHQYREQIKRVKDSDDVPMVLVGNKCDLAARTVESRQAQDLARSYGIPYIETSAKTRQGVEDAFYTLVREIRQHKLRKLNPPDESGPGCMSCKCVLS
Mcl1-Noxa inh – disrupts binding of human Mcl-1 to Noxa peptide. 1.5% of 220,000 active. inhibition, % at 21.7 µM. AID 1022. TR-FRET Mcl-1/Noxa peptide binding, 2 h;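 active means compounds that cut the protein-peptide binding signal by more than 50% relative to plate controls in a single-dose test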;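 further: His-tagged Mcl-1 with rhodamine Noxa BH3 peptide and terbium anti-His antibody; 0% = Mcl-1 plus Noxa peptide wells and 100% = peptide-only wells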
Rac1 act GTP bind – human Rac1 activated mutant GTP binding change; GST-Rac1 activated beads, fluorescent GTP binding, flow cytometry; actives lie on both sides; 100% means binding = to untreated wells; percent activity (GTP binding), % at 10 µM; 0.11% of 190,000 active; AID 764;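 active means GTP binding at least 20 percentage points away from the 100% baseline, in either direction, so actives lie on both sides; inconclusive means Compound likely fluorescent itself, or too few beads counted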
Mcl-1 Bim block – inhibitors of Bim-Mcl-1 interaction, human. 0.1% of 190,000 active. Bead-based flow cytometry, Bim peptide-Mcl-1 binding. AID 1009. inhibition, % at 10 µM. Q07820; in the data active means inhibition above about 40%;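 further: 0% = no compound tracer wells and 100% = peptide blocker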
Cdc42 wt GTP – modulators (inhibitors or activators) of GTP binding to human Cdc42 wildtype; P60953; GST-Cdc42 beads, Bodipy-GTP binding, flow cytometry; actives lie on both sides; percent activity (GTP binding), % at 10 µM; 0.2% of 190,000 active; AID 761;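 active means percent activity GTP binding at least 20 points away from the 100% baseline, either down as inhibitor or up as activator; inconclusive means compound flagged as likely green fluorescent from well-wide comparison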;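 further: median bead fluorescence of bound Bodipy-FL-GTP at 100 nM; 0% = excess unlabeled GTP control and 100% = no compound control; below 100% means less GTP binding so inhibitor and above means activator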
Rab7 wt GTP bind – dog Rab7 wildtype GTP binding, inhibitors and activators; AID 758; GST-Rab7 beads, fluorescent GTP binding, flow cytometry; actives lie on both sides; untreated = 100%, excess cold GTP = 0%; 0.055% of 190,000 active; GTP binding activity (percent of control), % at 10 µM;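 active means fluorescent GTP binding to Rab7 beads changed by at least 20 points from the 100% baseline, either direction, mostly lower; inconclusive means compound itself probably fluorescent, or too few beads counted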;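 further: median green fluorescence of bound Bodipy-FL-GTP per Rab7 bead population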
RGS8-Gao – modulates binding of RGS8 to human Galphao; P09471; multiplexed bead flow cytometry; actives lie on both sides; response (percent of control binding), % at 10 µM; 0.34% of 220,000 active; AID 1423; in the data active means response below about 60% or above about 140%; inactive means in between;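 further: Galphao activated as the GDP aluminium fluoride complex binding bead-coupled RGS8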
Target sequence (P09471 whole entry, looked up): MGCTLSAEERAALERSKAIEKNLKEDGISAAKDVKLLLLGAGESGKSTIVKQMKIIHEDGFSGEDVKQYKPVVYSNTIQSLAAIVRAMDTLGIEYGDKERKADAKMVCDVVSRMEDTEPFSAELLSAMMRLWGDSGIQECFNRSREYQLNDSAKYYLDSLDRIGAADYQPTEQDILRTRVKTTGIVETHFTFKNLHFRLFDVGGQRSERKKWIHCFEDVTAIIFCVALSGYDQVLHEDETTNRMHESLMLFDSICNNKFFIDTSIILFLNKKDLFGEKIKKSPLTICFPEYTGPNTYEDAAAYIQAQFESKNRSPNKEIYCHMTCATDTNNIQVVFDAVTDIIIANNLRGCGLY
Rac1 wt modul – alters GTP binding to wildtype human Rac1; 0.27% of 190,000 active; AID 757; GST-Rac1 beads, fluorescent GTP binding, flow cytometry; actives lie on both sides; 0 = cold GTP competed, 100 = untreated; P63000; GTP binding activity (% of control), % at 10 µM;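 active means GTP binding activity at least 20 points away from the 100% control level, either lower or higher; inconclusive means compound flagged as likely green fluorescent, judged across all proteins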
* hit, by the source's call; ? = inconclusive; · = not tested or not shown. Hits appear at their usual frequency. Share with any hit: about 2.9%.

SMILES	Mcl1 Bid PPI	Rab2 wt GTP	Pf gamet viab	HRas wt GTP bind	Mcl1-Noxa inh	Rac1 act GTP bind	Mcl-1 Bim block	Cdc42 wt GTP	Rab7 wt GTP bind	RGS8-Gao	Rac1 wt modul
CN1/C(=C\C(=O)C[n+]2cccc(Br)c2)C(C)(C)c2ccccc21	-35	94	-20	97	5	95	1	95	98	96	94
CCc1cc2c(N3CCN(C(=O)c4ccco4)CC3)ncnc2s1	-27	95	14	95	-8	94	-3	94	97	102	100
O=c1c2ccc([N+](=O)[O-])cc2ncn1Cc1ccccc1C(F)(F)F	-13	?	-10	?	25	?	10	?	?	102	?
O=C(CSC(=S)N1CCSCC1)c1ccccc1	-10	96	1	99	18	95	2	95	101	101	104
CCN(CC)CCCn1c(C)cc2c(c1=O)C(c1cc(OC)c(OC)cc1OC)C(C#N)=C(N)O2 (stereo not given)	-31	98	·	97	0	96	0	98	97	104	98
CC(C)(C)c1cn(-c2ccc(F)cc2)c(=S)[nH]1	-35	102	26	101	5	97	0	104	97	96	102
COc1ccc(C(=O)N(CC2CCCO2)C(C(=O)NCCC(C)C)c2ccc(C)cc2)cc1OC (stereo not given)	-1	101	6	100	-2	100	-1	105	100	101	104
Cc1cccc(/C=C\c2nc3ccccc3c(=O)[nH]2)c1	13	100	5	99	14	100	-3	103	99	102	104
CCCn1c(NCc2cc(C)ccc2O)nc2ccccc21	-90	102	-12	105	13	99	-1	104	104	105	106
CC(C)NC(=O)c1ccc(-n2nc(C(F)(F)F)c3c2CCCC3)cc1	-54	100	4	101	10	101	-2	101	103	101	106
Cc1ccccc1C(=O)NCCCc1ccccc1	-13	103	-4	104	8	103	-4	105	103	76	104
O=C(Cc1c[nH]c2ccccc12)Nc1nc2ccccc2[nH]1	-8	102	·	103	8	99	0	104	101	91	105
N#Cc1sc2nc3c(c(-c4ccco4)c2c1N)CCCC3	-28	101	17	100	14	99	0	103	101	112	109
C[C@H](NC(=O)NC1CCCc2ccccc21)C(=O)O (stereo not given in full)	-4	100	·	102	-15	100	-1	101	97	102	102
O=c1c(C(c2nnnn2C2CCCCC2)N2CCCCC2)coc2ccc(Cl)cc12 (stereo not given)	-13	97	-2	98	-3	95	-4	91	99	95	99
Cn1c(=O)n(C)c2cc([N+](=O)[O-])c(N3CCN(C(=O)c4ccccc4)CC3)cc21	-5	101	·	99	10	98	-4	101	97	101	101
O=C(c1cccc(F)c1)N1CCN(CC2CC3C=CC2C3)CC1 (stereo not given)	29	100	24	101	8	99	-1	102	99	104	105
Cc1ccc(S(=O)(=O)N2CCN(C(=O)CSc3nnc(C)s3)C2)cc1	4	100	·	102	-9	98	-4	103	103	102	103
Cc1ccc(CNC(=O)C23CN(Cc4ccccc4)CC2C(c2ccc([N+](=O)[O-])cc2)=NO3)cc1 (stereo not given)	11	98	·	98	16	100	0	103	96	103	102
Clc1ccc(OCc2nnc(SCc3nnc(-c4ccccc4)o3)o2)c(Cl)c1	-5	95	-6	100	0	98	1	98	99	97	102
COC(=O)c1ccccc1NC(=O)C1CCN(C(=O)c2cc(OC)c(OC)c(OC)c2)CC1	4	100	·	102	-15	101	-3	102	102	101	105
c1ccc2nc3c(cc2c1)CCCCCC3	-14	105	·	105	12	101	-3	107	103	99	107
CC(C)NC(=O)C(=O)NCCc1ccc(Cl)cc1	-28	104	7	104	1	101	-3	101	101	101	113
O=C(Nc1ccc2c(c1)OCCO2)C1CCN(S(=O)(=O)c2cccc3nsnc23)CC1	-4	101	-10	100	2	99	-3	99	96	106	100
Cc1[nH]c2ccc(CNS(=O)(=O)c3ccc(S(=O)(=O)N4CCOCC4)cc3)cc2c1C	-21	100	·	99	9	99	0	100	102	102	104
Further structures
SMILES	Mcl1 Bid PPI	Rab2 wt GTP	Pf gamet viab	HRas wt GTP bind	Mcl1-Noxa inh	Rac1 act GTP bind	Mcl-1 Bim block	Cdc42 wt GTP	Rab7 wt GTP bind	RGS8-Gao	Rac1 wt modul
CCOc1ccc(/C(CCC(=O)O)=N/NC(=S)NCCc2ccccc2)cc1	-30	93	13	97	16	91	-2	91	92	100	98
O=C(Cc1csc(-c2ccccc2)n1)NCc1ccco1	-14	95	6	96	0	98	0	96	95	105	99
COC(=O)c1cc2oc(C)cc2n1CC(=O)Nc1ccc(C)c(C)c1	-43	91	·	93	·	90	-4	92	92	102	90
O=C(O)CCN1C(=O)/C(=C/c2cn(-c3ccccc3)nc2-c2cccs2)SC1=S	84*	93	·	93	88*	92	-2	91	90	103	97
O=c1c(CN2CCN(c3ccccn3)CC2)coc2ccccc12	0	98	·	98	20	99	-8	98	97	109	102
CCC(=O)Nc1c2c(nn1-c1ccccc1C)CSC2	-29	94	·	94	11	97	-3	97	98	100	98
CCOC(=O)c1csc(NC(=O)Nc2cccc(OC)c2)n1	-2	99	3	101	6	102	-2	103	99	101	105
CCOC(=O)c1c(-c2cccs2)csc1NC(C)=O	-2	100	·	102	-4	99	-2	100	95	95	104
CCN1C(=S)SC(=O)C1=C1C=C(C)N(CCO)C(C)=C1	-18	104	·	102	-18	102	-5	104	99	100	109
COc1ccc(CC(=O)Nc2nnc(C(C)(C)C)s2)cc1OC	-31	97	·	100	11	97	2	97	94	99	97
CCOC(=O)C1CCCN(c2c(NCC3CCCN3CC)c(=O)c2=O)C1 (stereo not given)	-29	101	·	100	0	97	0	101	99	100	101
CCCn1nnc(NC(=O)/C=C/c2cc(Br)ccc2OC)n1	0	?	-9	?	-1	?	1	?	?	102	?
CCN1CCN(S(=O)(=O)c2cccc([N+](=O)[O-])c2)CC1	12	94	·	96	4	93	-1	94	95	105	91
CC(C)(C)n1nc2c(c1NC(=O)COc1ccc3ccccc3c1)CS(=O)(=O)C2	-27	102	·	105	-1	100	7	106	106	91	104
CCN1C(=O)C(NC(C)=O)c2cc(Br)ccc21 (stereo not given)	-33	99	16	98	3	97	0	97	99	102	97
O=C(COc1cccc(OC(F)F)c1)Nc1ccc(SC(F)F)cc1	2	95	·	96	10	94	0	93	97	100	93
Cc1ccc(NC(=O)c2ccc3c(c2)[nH]c(=O)n3C(C)C)cc1	-1	95	-9	96	6	97	-4	93	96	101	100
Cc1nn(CC(=O)NC(C)c2ccccc2)c(=O)c2ccccc12 (stereo not given)	-3	97	·	96	-4	95	1	96	98	102	97
O=C(N1CCOCC1)N1CCC(n2nnc3ccccc32)CC1	-17	102	·	102	-3	102	3	104	99	105	107
CCOC(=O)C1=C(C)NC(=S)NC1c1ccc(-c2cccc(Cl)c2C)o1 (stereo not given)	-17	105	·	105	3	101	1	105	105	99	109
Cc1ccc(-c2nc3ccccc3s2)cc1NC(=S)NC(=O)/C=C/c1ccco1	-2	97	1	101	-7	99	0	104	98	100	104
COC(=O)C(CC(C)C)Oc1ccc2c(C)cc(=O)oc2c1 (stereo not given)	-8	100	10	98	-67	97	-3	100	97	98	100
CC(C)(C)C(=O)CSc1ncccn1	-17	97	22	96	33	97	-7	98	96	103	98
COc1ccccc1NC1=NC(c2ccc(Cl)cc2)N=C(N)N1 (stereo not given)	-14	99	5	97	-2	98	-2	97	101	104	99
CC(OC(=O)CC1CC2CCC1C2)C(=O)Nc1ccc(N2CCOCC2)cc1 (stereo not given)	-29	94	·	94	23	94	2	95	95	99	95
COC(=O)c1ccccc1C(=O)c1ccc2c(c1)NC(=O)CO2	-27	95	·	96	8	92	-2	94	96	99	93
Cc1cc(N2CCN(C)CC2)nc2ccc(NC(=S)NCc3cccs3)cc12	-173	?	9	?	19	?	-4	?	?	104	?
CC(C)(C)c1cc(/C=N/NC(=O)Cc2nc3ccccc3[nH]2)cc(C(C)(C)C)c1O	-83	99	·	99	-49	100	0	99	100	101	104
COc1ccc(C2CC(=O)C=C(NC3CCCC3)C2)cc1 (stereo not given)	-23	103	·	103	-5	102	-8	104	99	99	105
CCOC(=O)C1=C(CC)Nc2ccccc2N=C1NC(=O)c1ccc(S(=O)(=O)N2CCOCC2)cc1	-18	98	17	97	-4	97	23	96	104	101	98

11 of these compounds, reformatted.
SMILES | Mcl1 Bid PPI | Rab2 wt GTP | Pf gamet viab | HRas wt GTP bind | Mcl1-Noxa inh | Rac1 act GTP bind | Mcl-1 Bim block | Cdc42 wt GTP | Rab7 wt GTP bind | RGS8-Gao | Rac1 wt modul
CCC(=O)Nc1c2c(nn1-c1ccccc1C)CSC2 | -29 | 94 | · | 94 | 11 | 97 | -3 | 97 | 98 | 100 | 98
CCOC(=O)c1csc(NC(=O)Nc2cccc(OC)c2)n1 | -2 | 99 | 3 | 101 | 6 | 102 | -2 | 103 | 99 | 101 | 105
CCOC(=O)c1c(-c2cccs2)csc1NC(C)=O | -2 | 100 | · | 102 | -4 | 99 | -2 | 100 | 95 | 95 | 104
CCN1C(=S)SC(=O)C1=C1C=C(C)N(CCO)C(C)=C1 | -18 | 104 | · | 102 | -18 | 102 | -5 | 104 | 99 | 100 | 109
COc1ccc(CC(=O)Nc2nnc(C(C)(C)C)s2)cc1OC | -31 | 97 | · | 100 | 11 | 97 | 2 | 97 | 94 | 99 | 97
CCOC(=O)C1CCCN(c2c(NCC3CCCN3CC)c(=O)c2=O)C1 (stereo not given) | -29 | 101 | · | 100 | 0 | 97 | 0 | 101 | 99 | 100 | 101
CCCn1nnc(NC(=O)/C=C/c2cc(Br)ccc2OC)n1 | 0 | ? | -9 | ? | -1 | ? | 1 | ? | ? | 102 | ?
CCN1CCN(S(=O)(=O)c2cccc([N+](=O)[O-])c2)CC1 | 12 | 94 | · | 96 | 4 | 93 | -1 | 94 | 95 | 105 | 91
CC(C)(C)n1nc2c(c1NC(=O)COc1ccc3ccccc3c1)CS(=O)(=O)C2 | -27 | 102 | · | 105 | -1 | 100 | 7 | 106 | 106 | 91 | 104
CCN1C(=O)C(NC(C)=O)c2cc(Br)ccc21 (stereo not given) | -33 | 99 | 16 | 98 | 3 | 97 | 0 | 97 | 99 | 102 | 97
O=C(COc1cccc(OC(F)F)c1)Nc1ccc(SC(F)F)cc1 | 2 | 95 | · | 96 | 10 | 94 | 0 | 93 | 97 | 100 | 93
